# Assay outcomes (PubChem BioAssay)
# BRCA1 expr up: increases BRCA1 expression | MCF7-BRCA1-FFLuc reporter, luminescence, 48 h; response scale: scaled: vehicle 0%, 10 µM genistein 100% | 1.1% of 380,000 active | Potency, µM (titrated, usually from 46.1 µM), without a hit: at the highest dose activation, actives largely listed as activators; active = well fitted activation curve with a large enough effect; also: nearly all actives have a fitted effect of over 80% in size; some results filed as inactive show a strong effect at the top dose
#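 Compounds are tested at multiple concentrations on MCF7 BRCA1-luciferase reporter cells seeded at 2000 per well; after 48 h, a single luminescence end-point is taken and curves fitted to the normalized data.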
# * marks the source's active call; other numbers are inactive results. Potency is read from the fitted curve at half-maximal effect. These rows are one share of the data; count on the stated rates, not on these rows.
SMILES,BRCA1 expr up
Cc1ccc2nc(-c3cccc(Cl)c3)c(Cc3ccccc3)n2c1,-1%
CCCCN1C(=O)C(CC(=O)NCC2CCCCC2)CC(C(=O)N(C)C)=C1C (centres undefined),1%
CCn1nc(C(=O)Nc2ccc3c(c2)OCCO3)c2ccccc2c1=O,38%
COc1ccc(CNC(=O)OC23CN(C(=O)OC(C)C)N(C(=O)OC(C)C)CC2(O)CN(S(=O)(=O)c2ccc(C)cc2)C3)cc1OC (centres undefined),0%
CC(C)N1CCC(C)(C(=O)Nc2cccc(Oc3ccccc3)c2)C1 (centres undefined),-19%
CNc1cc(-c2ccc(CC#N)cc2)ncn1,61%
CC1(C(=O)NS(=O)(=O)c2ccccc2Cl)CCN1C(=O)Cc1cccc2ccccc12 (centres undefined),1%
CC1CC(C)CN(S(=O)(=O)c2ccc(F)c(C(=O)NC3CCCCC3C)c2)C1 (centres undefined),3%
CCN(CC)c1ncnc2c1ncn2[C@H]1CN(Cc2ccccc2)C[C@@H](COC(C)=O)O1,16%
CCCC(=O)N1CCC1(C)C(=O)Nc1ccc(-n2cncn2)cc1 (centres undefined),16%
CNCc1nc(-c2ccc[nH]2)c2cc(Cl)ccc2n1,33%
CC1(C(=O)NS(=O)(=O)c2cccc(Cl)c2)CCN1C(=O)Cc1ccc(Cl)cc1Cl (centres undefined),-8%
CC(C)N1C(=O)NC2NC(=O)N(C(C)C)C21 (centres undefined),4%
Cc1ccc([C@@H]2CC(=O)[C@@H]3CN(S(=O)(=O)c4ccc(C)cc4)[C@H](c4cccc(Cl)c4)C[C@@H]3N2S(=O)(=O)c2ccc(Cl)cc2)cc1,-18%
Cc1ccc2c(c1)CO[C@]21O[C@H](CCO)C[C@H](O)[C@H]1O,6%
COc1cc(C=C2CCCC(=Cc3ccc(OCC4CO4)c(OC)c3)C2=O)ccc1OCC1CO1 (centres undefined),-71%
CCCCCc1c(-c2ccccc2OC)ncn1CCc1ccccc1OC,-52%
CC(C)C[C@@H](CN1CCC[C@H]1CN1C(=O)C(=O)NC[C@@H]1Cc1ccccc1)N1C[C@H](Cc2ccc(O)cc2)N(CC2CCCCC2)C(=O)C1=O,2%
CCCCN(C(C)=O)c1c(CC)nc2ccc(C(=O)NCCOc3ccc(OC)cc3)cn12,0%
CNC(=O)OC1CC2CC1[C@H]1CCCCN1C2=O (some centres undefined),0%
O=C(Nc1c(-c2ccc(Cl)cc2)[nH][nH]c1=O)c1ccccc1Cl,15%
CN(C)CCNc1ncnc2c1ncn2[C@H]1CN(Cc2ccccc2)C[C@@H](CO)O1,15%
CCOC(=O)C1=C(C)NC(C)=C(C(=O)OCC)C1c1ccncc1,-18%
CN1CCN(C(=O)c2cc3c(c(-c4cccc(Br)c4)n2)[C@H](CCO)N(S(=O)C(C)(C)C)C3)CC1 (some centres undefined),18%
CC(=O)Nc1ccc(CN2C(=O)C(Cc3ccccc3)ON=C2c2ncccc2C)cc1 (centres undefined),-13%
# Carrying on:
SMILES,BRCA1 expr up
COc1ccc(S(=O)(=O)Nc2ccc3c(c2)C(=O)N([C@@H](C)CO)C[C@@H](C)[C@H](CN(C)C(=O)CCCN(C)C)OCCCC[C@H](C)O3)cc1,-10%
CC(C)n1nnnc1C1c2ccccc2C(=O)N1Cc1cccs1 (centres undefined),21%
COc1ccc(-c2csc(C(C)(O)c3ccncc3)n2)cc1OC (centres undefined),-9%
CCCNC(=O)C1(C)CCCN(Cc2ccc(-n3ccnc3)cc2)C1 (centres undefined),-1%
COc1ccc(CCNC(=O)CC(=O)N/N=C\c2ccc(OCC(N)=O)cc2)cc1OC,3%
CCc1nc2ccc(C(=O)NCc3ccc4c(c3)OCO4)cn2c1N(C)C(=O)Cc1ccccc1,-7%
CCCCNC(=O)C1(C)CCCCN1C(=O)c1cccc(OC(F)(F)F)c1 (centres undefined),8%
Cc1ccc(C)c(NC(=O)C2(C)CCCN2C(=O)C(C)C)c1 (centres undefined),-3%
COC(=O)[C@H]1C[C@H](OC(=O)NCc2ccccc2)[C@@]2(O)CN(S(=O)(=O)c3ccc(C)cc3)CC2[C@H]1C(=O)OC (some centres undefined),0%
CN1CCC(NC(=O)C2(C)CCN2Cc2ccc3ccccc3c2)CC1 (centres undefined),2%
COC(=O)c1c(NC(=O)COC(=O)CNC(=O)c2cccc(OC(F)F)c2)sc(C)c1C,7%
CCCn1cnnc1CNC(=O)[C@H]1O[C@@H](n2ccc(=O)[nH]c2=O)[C@H](O)[C@@H]1O,18%
O=C(c1cnn2c1NC(=C1CC1)C=C2C(F)F)N1CCc2ccccc21,-43%
Cc1ccc(-c2nc3c4ccccc4ccn3c2Cc2ccccc2C(F)(F)F)cc1,0%
CC1=C(C(=O)N(C)C)CC(CC(=O)NC2CCCCC2)C(=O)N1CCCN1CCCC1=O (centres undefined),3%
C[C@@H](NC(=O)c1ncn2c1c(=O)[nH]c1ccc(Br)cc12)c1ccccc1,-12%
N#CC1(NC(=O)CSc2nnc(C3CC3)n2N)CCCCC1,0%
Cc1cc(C)c(NS(=O)(=O)c2ccccc2)c(C)n1,9%
COc1ccc(C(NC(=O)C2CCN(CCOc3ccc(Cl)cc3Cl)CC2)c2ccccn2)cc1 (centres undefined),-62%
ClC(=Nc1cccc2ccccc12)N(c1ccccc1)c1ccccc1,-23%
CCCS(=O)(=O)NC(=O)C1(C)CCCN(C(=O)CCc2cccs2)C1 (centres undefined),0%
O=C(CC[C@H]1O[C@@H](n2ccc(=O)[nH]c2=O)[C@H](O)[C@@H]1O)N[C@H](Cc1ccccc1)C(=O)NCCCc1ccccc1,2%
CCOc1ccc(/C(O)=C2\C(=O)C(=O)N(c3ccccn3)C2c2ccccc2F)c(C)c1 (centres undefined),4%
CCN(CC)c1cc2c(c3c1ccn3C)C1CCC2C1 (centres undefined),2%
Cc1ccsc1C(=O)N1CCCC1(C)C(=O)NCC(C)C (centres undefined),4%

# A few values from the results shown:
# Entry of `COc1ccc(-c2csc(C(C)(O)c3ccncc3)n2)cc1OC` (centres undefined) in BRCA1 expr up: -9%
# Entry of `Cc1ccc(-c2nc3c4ccccc4ccn3c2Cc2ccccc2C(F)(F)F)cc1` in BRCA1 expr up: 0%

# Later entries:
SMILES,BRCA1 expr up
Cc1c(C(=O)NCC2CC2)sc(=O)n1Cc1cccc(F)c1,2%
COc1ccc(CNC(=O)c2ccc(-n3cncn3)c3ccoc23)cc1OC,-15%
C/C=C/NNC(=O)Cc1ccc(OC)cc1,-36%
Cc1ccccc1NC(=O)COC(=O)c1ccccc1OCC(=O)Nc1ccc(Br)cc1,11%
CN(C1CCCCC1)S(=O)(=O)c1ccc2c(c1)c(=O)c(C(=O)O)cn2C,-3%
OC(c1ccccc1)(c1nc(-c2ccc(Cl)cc2)cs1)C(F)(F)F (centres undefined),-11%
Nc1ncc(-c2ccc(-c3ccccc3)cc2F)cc1-c1ccccc1F,-14%
Cc1ccccc1CN1C(=O)c2ccccc2C1c1nnnn1-c1ccc2c(c1)OCCO2 (centres undefined),-47%
Cc1cc(-c2ccncc2)n2ncc(-c3ccccc3)c2n1,82%
CC1C(c2ccccc2)=Nn2c(=O)n(-c3ccccc3)c(=O)n21 (centres undefined),4%
CCc1nc2ccc(C(=O)NCCOc3ccc(OC)cc3)cn2c1N(C)C(=O)COc1ccccc1,2%
COc1ccc(NC(=O)C2(C)CCN2Cc2ccc(SC)cc2)cc1OC (centres undefined),-19%
CN1CCN(C(=O)C2Cc3c(-c4cccc(F)c4)ccnc3O2)CC1 (centres undefined),13%
CSc1ccc(Cn2c(C)c(C(=O)NCc3ccccc3C(F)(F)F)sc2=O)cc1,0%
Cc1cc(C)cc(C(O)c2ncc(-c3cccc(C(F)(F)F)c3)[nH]2)c1 (centres undefined),-38%
CCc1nc2ccc(C(=O)NCc3ccc(OC)cc3)cn2c1N(C)Cc1ccc(OC)cc1,0%
COc1ccccc1C(=O)NCCN1CCCC1,2%
Cc1cc2nc(C3CCCCC3)c(Cc3cccc(F)c3)n2c(C)c1Br,-2%
CCOC(=O)C1=CCN(S(=O)(=O)c2cccc(Cl)c2)C1c1cccc(C)c1 (centres undefined),-23%
CC(=O)NC(C)(c1ccccc1)c1nc(-c2cccc(C#N)c2)cs1 (centres undefined),-8%
CCOc1ccccc1NC(=O)c1ccc2c(O)c(S(=O)(=O)c3ccccc3)c(=O)[nH]c2c1,-10%
COc1ccc([C@H]2C[C@H](O)[C@@H](n3cc(-c4ccc(F)cc4)nn3)CN2C(=O)c2cccs2)cc1,-14%
CCCC[C@@H]1CC2=C(C(=O)OC(C)(C)O2)[C@@H](c2ccc(Cl)cc2)O1,-11%
COc1ccc(Cn2cc(CN3CCOCC3)nn2)cc1,13%
CCOc1c(Br)cc(C(=O)Nc2cccc(S(=O)(=O)N3CCOCC3)c2)cc1OC,-19%
# Going on with the list:
SMILES,BRCA1 expr up
CC(C)(C)C(=O)c1c(N)[nH]c(C(=O)c2ccccc2)c1-c1ccc(C(F)(F)F)cc1,11%
COc1ccc(CN2CCCC(C(=O)N3CCCC3)C2)c(OC)c1OC (centres undefined),9%
CCOC(=O)C1(C)CCCN(C(=O)c2ccc(F)c(Cl)c2)C1 (centres undefined),0%
COc1ccc(OC)c(C(O)c2ncc(-c3cccc(C(F)(F)F)c3)[nH]2)c1 (centres undefined),-1%
CS(=O)(=O)N1CCN(/[N+]([O-])=N/Oc2ccc([N+](=O)[O-])cc2[N+](=O)[O-])CC1,-43%
CC1(C(=O)NCc2cccc(C(F)(F)F)c2)CCN1Cc1ccc2ccccc2c1 (centres undefined),0%
CC1(C(=O)NS(=O)(=O)c2ccc(Cl)cc2)CCN1C(=O)Cc1ccccc1 (centres undefined),4%
CN1CCN(C(=O)C2=NOC3(C2)C(=O)Nc2ccccc23)CC1 (centres undefined),0%
CCc1nc2ccc(C(=O)NCCN3CCOCC3)cn2c1N(CCC(C)C)CCN(C)C,15%
CCCCNC(=O)C1(C)CCCCN1C(=O)c1ccc(C#N)cc1 (centres undefined),10%
COc1cc(-c2cc3nc(NCCc4ccc(S(N)(=O)=O)cc4)ccn3n2)cc(OC)c1OC,-40%
CCOC(=O)c1cc(=O)nc(N)s1,6%
CN(Cc1ccccc1)C(=O)Cn1nnc(-c2ccccc2)c1COc1ccc2ccccc2c1,-44%
CC(C)C[C@H]1CN([C@@H](CC(C)C)CN2CCC[C@H]2CN2C(=O)C(=O)NC[C@@H]2Cc2ccccc2)C(=O)C(=O)N1CCc1ccccc1,20%
Cc1ccc(-n2ncc(-c3n[nH]c(=S)o3)c2N)cc1C,24%
CC(C)(C)c1ccc(C(O)c2ncc(-c3ccc4ccccc4c3)[nH]2)cc1 (centres undefined),19%
CCN(CC)C(=O)c1ccc2sc([C@@H]3O[C@H](CO)[C@H](O)[C@H](O)[C@H]3O)nc2c1,9%
Cc1ccc2ccccc2[n+]1[O-],14%
COc1ccc(C(=O)N2CCOC2CNC(=O)C(=O)NCc2ccccc2)cc1 (centres undefined),-23%
CC(C)CNC(=O)C1(C)CCCN1C(=O)c1cncc(Br)c1 (centres undefined),0%
CCOC(=O)C1(C)CCN1C(=O)c1ccc(OC)cc1OC (centres undefined),0%
OC(c1cccc(CN2CCCCC2)c1)c1ncc(-c2ccccc2Cl)[nH]1 (centres undefined),20%
COc1ccccc1CC1(C)C(=O)Nc2ccc(S(=O)(=O)NC3CCCCC3)cc21 (centres undefined),-13%
COc1cccc(CNC(=O)c2ccc(S(=O)(=O)N3CCCCC3)cc2)c1,-11%
CS(=O)(=O)N1CCCCC1c1cc(C(=O)Nc2ccccc2Cl)no1 (centres undefined),12%

# Rewritten with tabs: part of the list above.
Compound	BRCA1 expr up
COc1ccc([C@H]2C[C@H](O)[C@@H](n3cc(-c4ccc(F)cc4)nn3)CN2C(=O)c2cccs2)cc1	-14%
CCCC[C@@H]1CC2=C(C(=O)OC(C)(C)O2)[C@@H](c2ccc(Cl)cc2)O1	-11%
COc1ccc(Cn2cc(CN3CCOCC3)nn2)cc1	13%
CCOc1c(Br)cc(C(=O)Nc2cccc(S(=O)(=O)N3CCOCC3)c2)cc1OC	-19%
CC(C)(C)C(=O)c1c(N)[nH]c(C(=O)c2ccccc2)c1-c1ccc(C(F)(F)F)cc1	11%

# The list goes on:
SMILES,BRCA1 expr up
CCOc1ccc(CCN2C(=S)N([C@@H](Cc3ccccc3)CN3CCC[C@@H]3CN3C(=S)NC[C@@H]3CC(C)C)C[C@@H]2Cc2ccccc2)cc1,8%
CCCc1c(C(=O)N/N=C(\C)c2ccccc2O)nnn1-c1nonc1N,-33%
CC1(Cc2cc(Cl)ccc2C(F)(F)F)C(=O)Nc2ccc(OC(F)(F)F)cc21 (centres undefined),-16%
COc1ccc(C(O)c2nc(-c3ccc4c(c3)OCO4)cs2)cc1 (centres undefined),-2%
COc1cccc(CNc2nc3cc(-c4ccccc4)sc3c(=O)n2C)c1OC,-65%
CNc1cncc(-c2ccc(CN3CCOCC3)cc2)n1,75%

# Sorted by formula weight (ascending): part of the list above
SMILES,BRCA1 expr up
CNc1cncc(-c2ccc(CN3CCOCC3)cc2)n1,75%
CCCc1c(C(=O)N/N=C(\C)c2ccccc2O)nnn1-c1nonc1N,-33%
CS(=O)(=O)N1CCCCC1c1cc(C(=O)Nc2ccccc2Cl)no1 (centres undefined),12%
CC1(Cc2cc(Cl)ccc2C(F)(F)F)C(=O)Nc2ccc(OC(F)(F)F)cc21 (centres undefined),-16%
COc1ccccc1CC1(C)C(=O)Nc2ccc(S(=O)(=O)NC3CCCCC3)cc21 (centres undefined),-13%
CCOc1ccc(CCN2C(=S)N([C@@H](Cc3ccccc3)CN3CCC[C@@H]3CN3C(=S)NC[C@@H]3CC(C)C)C[C@@H]2Cc2ccccc2)cc1,8%
